EPAC1 ag – qHTS for Agonist of cAMP-regulated guanine nucleotide exchange factor 3 (EPAC1): primary screen; AID 720707, 2013; Rap guanine nucleotide exchange factor 3 (Homo sapiens), O95398; Potency, µM (doses to about 154 µM), without a hit: at the highest dose activation, hits mostly activators; actives 0.073% (n = 360,000); EPAC1 agonist qHTS, biochemical assay; response scale: 100% = response to 6.5 mM cAMP; further: potency means the concentration at half of the fitted maximal effect; nearly all actives have a fitted effect of over 60% in size
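EPAC1 100 nM, Rap1B–BODIPY-GDP 250 nM, unlabeled GDP 50 uM; compound titration; 5 min RT; kinetic read ex480/em540 at 5-min intervals ×30 min; data normalized to 6.5 mM cAMP agonist control.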
WRN inhibitor – qHTS for Inhibitors of WRN Helicase; Potency, µM (titrated, usually from 114 µM), inactives show at the top dose activity change, negative = inhibition, hits mostly inhibitors; actives 0.46% (n = 360,000); AID 651768, 2012; WRN helicase unwinding, fluorescent forked duplex, kinetic; further: potency means the concentration at half of the fitted maximal effect; on the % scale 0 is the no-effect control and ±100 the full control effect; nearly all actives have a fitted effect of over 55% in size
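WRN at 20 nM final preincubated with compound 15 min at room temperature; reaction started with 100 nM fluorophore/quencher forked duplex oligonucleotide and 2 mM ATP final. Unwinding followed kinetically by red fluorescence (ex 525, em 598 nm).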
PLK1 PBD inh – qHTS for Inhibitors of PLK1-PDB (polo-like kinase 1 - polo-box domain): Primary Screen. Serine/threonine-protein kinase PLK1 (Homo sapiens), P53350. AID 720504, 2013. Plk1 PBD binding of FITC phosphopeptide, fluorescence polarization. actives 2.8% (n = 360,000). Potency, µM, without a hit: max response, negative = inhibition, hits mostly inhibitors; further: potency means the concentration at half of the fitted maximal effect; series mostly up to about 57 µM; on the % scale 0 is the no-effect control and ±100 the full control effect; nearly all actives have a fitted effect of over 65% in size
Target sequence (P53350 whole entry, looked up, the tested form may be a part): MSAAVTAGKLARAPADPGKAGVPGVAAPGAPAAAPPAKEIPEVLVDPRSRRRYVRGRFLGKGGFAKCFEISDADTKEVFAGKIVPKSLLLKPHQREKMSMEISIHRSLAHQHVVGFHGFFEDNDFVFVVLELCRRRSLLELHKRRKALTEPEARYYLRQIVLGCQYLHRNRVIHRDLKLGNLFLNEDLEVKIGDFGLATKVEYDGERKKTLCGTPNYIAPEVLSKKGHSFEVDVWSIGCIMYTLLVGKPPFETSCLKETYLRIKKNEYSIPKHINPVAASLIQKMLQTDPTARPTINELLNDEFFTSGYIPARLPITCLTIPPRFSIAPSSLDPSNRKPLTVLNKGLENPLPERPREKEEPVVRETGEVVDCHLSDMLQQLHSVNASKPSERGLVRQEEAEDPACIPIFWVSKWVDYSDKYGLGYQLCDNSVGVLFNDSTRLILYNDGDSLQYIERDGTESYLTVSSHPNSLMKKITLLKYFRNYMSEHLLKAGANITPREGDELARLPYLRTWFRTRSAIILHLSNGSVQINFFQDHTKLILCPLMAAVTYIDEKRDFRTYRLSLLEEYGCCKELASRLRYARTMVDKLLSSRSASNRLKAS
Abeta yeast res – qHTS for compounds that reverse cellular toxicity of Amyloid beta (A-beta) peptide in yeast: Primary Screen. yeast expressing A-beta42, growth rescue, OD600, 48 h; response scale: 0% DMSO, 100% iron-clioquinol control. Potency, µM (series often up to 46.1 µM), for inactives: at the top dose growth rescue, most hits filed as activators. actives 0.063% (n = 410,000); further: potency means the concentration at half of the fitted maximal effect; nearly all actives have a fitted effect of over 55% in size
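Yeast growth medium received pinned compounds, then yeast cells expressing toxic A-beta were added; plates incubated at 30 C for 48 hr. Growth read as absorbance at 600 nm, normalized to DMSO and equimolar FeCl3 plus clioquinol controls.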
PI5P4Ka inh – qHTS for Inhibitors of phosphatidylinositol 5-phosphate 4-kinase (PI5P4K); Phosphatidylinositol 5-phosphate 4-kinase type-2 alpha (Homo sapiens), P48426; actives 1.2% (n = 330,000); max response, %; PI5P4Kalpha enzyme, ADP-Glo luminescence, 60 min; hits give low values; AID 652105, 2013; active means max response of -50% or lower; inconclusive means between -30% and -50%; inactive means -30% or higher; further: value at the top dose of about 77 µM; on the % scale 0 is the no-effect control and ±100 the full control effect
Target sequence (P48426 whole entry, looked up): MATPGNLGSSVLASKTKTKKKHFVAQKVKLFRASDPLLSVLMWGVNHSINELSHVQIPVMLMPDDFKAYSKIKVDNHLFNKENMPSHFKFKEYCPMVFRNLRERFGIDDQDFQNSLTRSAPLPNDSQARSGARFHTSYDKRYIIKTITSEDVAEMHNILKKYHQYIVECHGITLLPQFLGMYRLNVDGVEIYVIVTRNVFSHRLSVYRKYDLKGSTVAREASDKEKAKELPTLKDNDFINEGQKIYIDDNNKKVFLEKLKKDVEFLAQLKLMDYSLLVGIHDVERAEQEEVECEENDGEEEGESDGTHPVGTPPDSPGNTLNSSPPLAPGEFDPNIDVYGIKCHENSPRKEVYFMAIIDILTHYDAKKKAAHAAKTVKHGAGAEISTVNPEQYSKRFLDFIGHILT
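Human PI5P4Kalpha with substrate in 0.038 M HEPES pH 7.4, 0.28 mM EGTA, 0.1% CHAPS, 5% DMSO; reaction started with 5 microM ATP (final), 60 min at room temperature. ADP formed read by ADP-Glo luminescence.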
FUS suppressor – qHTS for Suppressors of FUS Proteinopathy: Primary screen using FUS-linked yeast assay | S. cerevisiae FUS-expressing, growth rescue, OD600, 24 h | Potency, µM (titrated, usually from 76.6 µM), for inactives: at the top dose growth rescue (activation), most hits filed as activators | actives 0.24% (n = 390,000);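 further: potency means the concentration at half of the fitted maximal effect; plate controls were DMSO vehicle for no effect and reference control for full effect; nearly all actives have a fitted effect of over 55% in size; some results filed as inactive show a strong effect at the top dose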
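FUS-expressing yeast, raffinose-pregrown, induced in 2% galactose minimal medium at OD 0.005; compounds in a dilution series, 24hr at 30C. Growth restoration read as absorbance at 600 nm. CP55940 positive control, DMSO negative.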
IL2 activator – qHTS of IL-2 Activators. AID 652025, 2013. activation, % (series mostly up to about 46 µM). actives 0.065% (n = 360,000). IL-2 activation reporter assay, cell-based qHTS; stimulated with anti-CD3/CD4/CD28 beads; in transgenic mouse T cells; in the data active means activation above about 50%; inconclusive means mostly about 30% to 49%; further: 0% is about no effect
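First, unstimulated transgenic mouse T cells were exposed to compound for 60 min. Next, anti-CD3/anti-CD4-coated beads with anti-CD28 were added. Finally, after 18 h at 37 degrees C, EGFP and DsRed were imaged.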
EPAC1 antagonist – qHTS for Antagonist of cAMP-regulated guanine nucleotide exchange factor 3 (EPAC1): primary screen; Potency, µM (doses to about 115 µM), without a hit: top-dose activity change, negative = inhibition, usual class: inhibitors; actives 0.14% (n = 360,000); EPAC1 GEF assay, Rap1b-BODIPY-GDP exchange fluorescence;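 further: potency means the concentration at half of the fitted maximal effect; plate controls were vehicle for no effect and positive control for full effect; nearly all actives have a fitted effect of over 50% in size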
Numbers without * were called inactive; ? = inconclusive; . = no result given; [ ] = dose if it differs, or a comment. Unless noted, the call rests on the fitted dose curve; in most records, active means well fitted curve in the direction sought with a large enough effect; inconclusive means small, poorly fitted or top-dose-only effect, or another doubt; inactive means no such curve, though single readings can be large; an effect the other way counts as inactive or inconclusive. Outcome played no part in choosing rows. About 4.1% of those tested had a hit in this group.

SMILES | EPAC1 ag | WRN inhibitor | PLK1 PBD inh | Abeta yeast res | PI5P4Ka inh | FUS suppressor | IL2 activator | EPAC1 antagonist
CC(=O)Nc1ccccc1NC(=O)c1ccc2c(c1)OCO2 | 3% | 4% | -16% | 1% | -9 | -45% | -1.3 | 10%
O=C(CSc1oc(-c2ccco2)nc1S(=O)(=O)c1ccc(F)cc1)NCC1CCCO1 (stereo not drawn) | 10% | -10% | -18% | -26% | . | ? | -1.6 | -4%
Cc1ccc(C2/C(=C(/O)c3ccccc3)C(=O)C(=O)N2CCN2CCOCC2)o1 (stereo not drawn) | 14% | 1% | -8% | 13% | 1 | 7% | -0.3 | 11%
CCNCc1ccc(OCc2ccccc2F)c(OC)c1 | 9% | 6% | -9% | 1% | 5 | -34% | -0.4 | -17%
COc1cc(C(=O)O/N=C2/C=C(C)C(=O)C=C2C)cc(OC)c1OC | -3% | 8% | ? | -3% | 0 | -13% | -3.0 | -7%
O=S(=O)(Nc1ccc(N2CCOCC2)cc1)c1cccs1 | 1% | 2% | -4% | -16% | -4 | 36% | -1.4 | 18%
CCOC(=O)N1CCC(NC(=O)c2ccc3c(=O)n4c(nc3c2)CCCC4)CC1 | 2% | 1% | 2% | 12% | 0 | -9% | 0.0 | 8%
CCOC(=O)N1CCN(C(=O)CSc2nnc(C3COc4ccccc4O3)o2)CC1 (stereo not drawn) | 3% | 3% | -29% | 13% | -1 | 17% | 0.6 | -2%
COCCNC(=O)C1CC(=O)N(C2CCCCC2)C1 (stereo not drawn) | 0% | 5% | -6% | 7% | 2 | -2% | -0.5 | -18%
Cc1cc2oc(C(=O)Nc3ccc(S(=O)(=O)Nc4ncccn4)cc3)c(C)c2cc1Cl | -30% | -19% | -15% | 5% | 2 | 7% | 0.0 | -1%
COc1ccc(CNS(=O)(=O)c2ccc(-n3cccn3)cc2)cc1 | 2% | -5% | -11% | -12% | 2 | 4% | -2.9 | 19%
Cn1c(N/N=C/c2ccccc2)nc2sc3c(c2c1=O)CCC3 | 8% | -34% | -14% | -24% | -20 | 24% | 1.6 | -23%
Cc1cc(=O)n2nc(N3CCCC(C(=O)NCCCN4CCc5ccccc5C4)C3)sc2n1 (stereo not drawn) | -2% | -12% | 0% | 2% | 5 | . | -2.0 | 7%
Cc1nn(-c2ccc(N3CCCCC3)nn2)c(C)c1CCC(=O)Nc1ccc(F)c(F)c1 | -7% | 0% | -12% | 13% | -1 | 43% | -1.1 | ?
COc1cc(NC(=O)c2ccco2)ccc1NC(=O)c1ccccc1Cl | -4% | -14% | 0% | -15% | 9 | ? | 1.0 | 10%
Cc1c(NC(=O)Nc2ccccc2)cccc1[N+](=O)[O-] | 2% | -34%[57.1 µM] | -3% | 4% | 1 | 0% | -0.9 | 5%
CCN(CC(=O)NCc1cccs1)C(=O)c1cccc(S(=O)(=O)N2CCc3ccccc32)c1 | 1% | 1%[57.1 µM] | 6% | 4% | -2 | 35% | -1.8 | -22%
C=CCC(=O)N1CCCC(CCC(=O)NCc2ccccc2F)C1 (stereo not drawn) | 3% | -4% | 2% | 4% | -2 | -14% | 4.9 | 9%
CC(C)NC(=O)C1CCN(C2CCN(C(=O)/C=C/c3cccs3)CC2)CC1 | 3% | 7% | -1% | -12% | -1 | 2% | -0.1 | -1%
Cc1ccccc1CNc1ccc(C(CC(N)=O)NC(=O)c2ccccc2)cc1[N+](=O)[O-] (stereo not drawn) | -6% | -6% | -5% | 3% | -3 | -4% | -0.3 | -20%

Shown with values under each structure: entries from further up.
The line under a structure holds: EPAC1 ag	WRN inhibitor	PLK1 PBD inh	Abeta yeast res	PI5P4Ka inh	FUS suppressor	IL2 activator	EPAC1 antagonist
- Cc1c(NC(=O)Nc2ccccc2)cccc1[N+](=O)[O-]
 : 2%	-34%[57.1 µM]	-3%	4%	1	0%	-0.9	5%
- CCN(CC(=O)NCc1cccs1)C(=O)c1cccc(S(=O)(=O)N2CCc3ccccc32)c1
 : 1%	1%[57.1 µM]	6%	4%	-2	35%	-1.8	-22%
- C=CCC(=O)N1CCCC(CCC(=O)NCc2ccccc2F)C1 (stereo not drawn)
 : 3%	-4%	2%	4%	-2	-14%	4.9	9%
- CC(C)NC(=O)C1CCN(C2CCN(C(=O)/C=C/c3cccs3)CC2)CC1
 : 3%	7%	-1%	-12%	-1	2%	-0.1	-1%

(cont.)
SMILES | EPAC1 ag | WRN inhibitor | PLK1 PBD inh | Abeta yeast res | PI5P4Ka inh | FUS suppressor | IL2 activator | EPAC1 antagonist
Cc1cc(OCC(=O)NCCO)ccc1Cl | 3% | -5% | -12% | 14% | -1 | 3% | 0.7 | -9%
CCOc1ccc2nc3c(cc2c1)CN(CCOC)C(=NC)S3 | 9% | -6% | 0% | 0% | -4 | 3% | -2.6 | -7%
N#CCc1ccc(Oc2ncc(C(F)(F)F)cc2Cl)cc1 | 1% | 6% | -13% | -2% | 3 | 37% | 0.0 | -5%
Cc1ccc(-c2csc(SCC(=O)Nc3cc(C)on3)n2)cc1 | -5% | 4% | 1% | 22% | -1 | 8% | -2.5 | 10%
COc1ccc(C(C(=O)NC2CCCC2)N(CCCO)C(=O)c2snc(C(N)=O)c2N)cc1 (stereo not drawn) | 5% | 9%[57.1 µM] | -17% | -20% | 1 | -11% | 0.7 | ?
Cc1cccc(Nc2ncnc3ccccc23)c1 | 0% | 3% | -2% | 3% | 5 | 14% | 0.7 | 0%
CCn1nc(NC(=O)c2ccco2)c2cc3ccccc3nc21 | 3% | -15% | -8% | 11% | . | 37% | -0.2 | -23%
CCOc1ccc(CCNC(=O)CSCc2ccc(C)cc2)cc1OCC | 0% | -5% | -5% | -3% | 4 | 17% | -0.6 | 4%
CC(=O)Nc1ccc(S(=O)(=O)N(C)CC(=O)OC(C)C(=O)NC2(C#N)CCCCC2)cc1 (stereo not drawn) | 3% | 5% | 1% | 2% | 1 | -19% | -2.6 | 2%
Cc1c(Cl)cccc1NC(=O)CC1SCCNC1=O (stereo not drawn) | 3% | -7% | -9% | 7% | . | 8% | -0.9 | 0%
C[C@@H]1CN([C@@H](C)CO)C(=O)c2cc(NC(=O)CCC(F)(F)F)ccc2O[C@H]1CN(C)S(=O)(=O)c1ccc(Cl)cc1 | 3% | -6% | -22% | 8% | 10 | 38% | -2.7 | ?
Cc1ccc(C)c(S(=O)(=O)N2CCN(C(=O)c3ccccc3Cc3ccccc3)CC2)c1 | 15% | -3% | -5% | -1% | 12 | 33% | -0.2 | -12%
O=C(CNC(=O)C1(c2ccccc2)CC1)Nc1ccc(F)c(F)c1 | -4% | 19% | -1% | 0% | 1 | -4% | 2.1 | 14%
OCC1(CO)COC2(CCCC2)N1 | 11% | 5% | -7% | -18% | . | 16% | 1.0 | 4%
CC(=O)NC(CC(=O)OCC(=O)N1CCc2ccccc21)c1ccccc1 (stereo not drawn) | 13% | -6% | -8% | -5% | 10 | -18% | -0.4 | 10%
COc1cc(-c2c(CCO)sc3ccccc23)cc(OC)c1OC | 0% | 0% | 2% | 6% | -2 | 17% | -0.6 | -4%
COc1ccc(Cc2nnc(NC(=O)c3cccc(F)c3)s2)cc1OC | -13% | 1% | 4% | 0% | -7 | -13% | 0.8 | -2%
CCn1c(C)nnc1SCC(=O)Nc1ccc(Cl)cc1 | 18% | 7% | -10% | -18% | -1 | -16% | 1.2 | 1%
COCCCN(C(=O)CCOc1ccc(C)cc1)c1c(N)n(Cc2ccccc2)c(=O)[nH]c1=O | 2% | -10% | -1% | 3% | -8 | 14% | -0.8 | 6%
CCCN(CC1CC1)C(=S)NC(=O)c1ccccc1C | -8% | 4% | -2% | 8% | 3 | -7% | -2.1 | 9%
Cc1c(Cc2ccccc2)c(=O)oc2cc(OC(=O)c3ccccc3)ccc12 | 1% | 8% | -11% | 7% | 3 | 30% | 0.1 | -15%
Cc1cc(C(F)F)n2nc(C(=O)Nc3cc(C)on3)nc2n1 | 8% | -2% | -8% | 11% | -4 | -19% | -0.3 | -4%
COC(=O)CSc1nnc(CNC(=O)c2ccc(S(=O)(=O)N3CCCCC3)cc2)n1C | 15% | -1% | -1% | -5% | . | 15% | -1.3 | -17%
OC(c1ccccc1)(c1nc(-c2csc3ccccc23)cs1)C(F)(F)F (stereo not drawn) | -10% | -5% | 6% | -93%[inhibitor] | 23 | 13% | -1.0 | -10%
Cc1nn2c3ccccc3n(Cc3ccccc3)c2nc1=O | -5% | 2% | -8% | -4% | 2 | 11% | -2.0 | -10%
CCOC(=O)N1CCN(c2c(NCCOC)c(=O)c2=O)CC1 | -6% | -1% | -17% | 6% | 5 | -7% | -3.7 | -16%
COc1cccc(C(=O)N2CCN(C3CCC(c4ccccc4)CC3)CC2)c1OC (stereo not drawn) | 14% | -6% | -2% | 1% | -5 | 8% | -0.1 | 4%
CCOc1ccc2nc(NC(=O)Cn3[nH]c(=O)c4ccccc4c3=O)sc2c1 | -9% | 8% | 18% | -1% | -18 | 11% | 0.3 | 1%
CC(=O)c1cc2c(cc1NS(=O)(=O)c1ccc(F)cc1)OCO2 | -2% | 17% | -20% | -13% | -6 | 14% | 0.6 | -12%
Clc1cccc(Cl)c1-c1noc(CN2CCOCC2)n1 | 7% | -2% | -4% | 3% | -3 | -3% | 0.3 | 5%
Cc1c(NP(=O)(c2ccc(Br)cc2)c2ccc(Br)cc2)c(=O)n(-c2ccccc2)n1C | 4% | 1% | 6% | 0% | -2 | 24% | 1.0 | -2%
COc1cc(/C=N/NC(=O)C(=O)NCc2cccnc2)ccc1O | 2% | -7% | 4% | 0% | 1 | . | -1.9 | -6%
Cc1ccc(CNC(=O)CN2NS(=O)(=O)c3ccccc3C2=O)cc1 | 9% | -1% | -5% | -8% | ? | -5% | 0.6 | -5%
C=CCn1c(SCc2ccc(Cl)cc2)nc2cc(C(=O)N3CCC(C(N)=O)CC3)ccc2c1=O | 3% | -4% | -6% | 0% | 7 | . | 1.2 | -16%
CCOc1ccc(/C=C/C(=O)CCC(=O)O)cc1 | -14% | 12% | -15% | -10% | 1 | 6% | -1.7 | 15%
